Screens from PubChem BioAssay.
Vif-APOBEC3F blk – blocks the Vif interaction with APOBEC3F; HeLa A3F-eYFP + Vif (tagged APOBEC3F with the HIV-1 protein that degrades it), YFP fluorescence increase; Potency, µM (highest dose often 46.1 µM), without a hit: at the highest dose activity, negative = active; actives 0.2% (n = 390,000); further: potency means the concentration at half of the fitted maximal effect; % of control where 0% means no effect; nearly all actives have a fitted effect of over 65% in size
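HeLa cells stably expressing Vif plus C-terminally eYFP-tagged A3F were seeded, incubated overnight at 37 deg C, dosed with compound, incubated overnight again at 37 deg C. Yellow fluorescence (Ex 488/Em 500-530) reported blocked Vif-mediated A3F-eYFP degradation.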
Glioma ERSR ind – induces the endoplasmic reticulum stress response in human glioma cells; U87-MG GRP78 promoter luciferase reporter, 16 h; Potency, µM, inactives show at the highest dose activation, usual class: activators; actives 0.02% (n = 420,000); further: potency means the concentration at half of the fitted maximal effect; series mostly up to about 76 µM; % of control where 0% means no effect; nearly all actives have a fitted effect of over 35% in size
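ERSR induction read as luciferase luminescence (Bright-Glo, 10 min at room temperature) in stably transfected human U87-MG glioma cells exposed to compounds for 16 h, using GRP78 as sensor.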
RXFP1 antagonist – antagonists of human relaxin receptor RXFP1 | actives 0.59% (n = 350,000) | Q9HBX9 | AID 1259400 | activity change, negative = inhibition, % at 57.5 µM | HEK293-RXFP1, relaxin-stimulated cAMP HTRF, 30 min; stronger effect = lower value;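 active means activity change of -60% or lower, but not beyond a set lower limit; inconclusive means change between -60% and -40%, or beyond the set limit; inactive means change above -40%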; further: on the % scale 0 is the no-effect control and ±100 the full control effect
Vif-A3G inh – Vif-A3G binding inhibition; actives 0.076% (n = 410,000); Q9HC16; Potency, µM (titrated, usually from 46.1 µM), for inactives: top-dose activity, negative = active, hits mostly inhibitors; HeLa A3G-eYFP + Vif (tagged APOBEC3G with the HIV-1 protein that degrades it), YFP fluorescence, overnight;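 further: potency means the concentration at half of the fitted maximal effect; on the % scale 0 is the no-effect control and ±100 the full control effect; nearly all actives have a fitted effect of over 60% in size; hits raise eYFP signal because A3G escapes Vif-driven loss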
Target sequence (Q9HC16 whole entry, looked up): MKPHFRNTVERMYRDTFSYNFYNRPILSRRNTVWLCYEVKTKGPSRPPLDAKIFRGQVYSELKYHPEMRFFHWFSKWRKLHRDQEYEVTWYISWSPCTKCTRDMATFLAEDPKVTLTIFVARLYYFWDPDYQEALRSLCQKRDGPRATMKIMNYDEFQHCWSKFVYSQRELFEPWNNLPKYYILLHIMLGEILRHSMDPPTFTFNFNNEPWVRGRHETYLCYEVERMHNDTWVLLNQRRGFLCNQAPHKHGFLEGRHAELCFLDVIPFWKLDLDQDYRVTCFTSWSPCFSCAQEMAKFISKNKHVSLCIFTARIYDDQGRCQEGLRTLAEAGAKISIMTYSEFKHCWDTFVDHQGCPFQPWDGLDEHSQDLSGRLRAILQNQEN
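HeLa cells stably expressing Vif and C-terminally eYFP-tagged A3G, seeded overnight at 37 deg C, then exposed to compound by pintool overnight at 37 deg C. Rise in yellow fluorescence (Ex 488/Em 500-530, Acumen) marks blocked Vif-driven A3G degradation.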
Starred values were filed as active, the others as inactive; ? = inconclusive; nt = no result given; & = joins results of further samples; [ ] = remark or other dose. Unless noted, the call rests on the fitted dose curve; in most records, active means well fitted curve in the direction sought with a large enough effect; inconclusive means small, poorly fitted or top-dose-only effect, or another doubt; inactive means no such curve, though single readings can be large; an effect the other way counts as inactive or inconclusive. The list is partial (hit frequency here may not be typical).

Values run as follows: Vif-A3G inh, Glioma ERSR ind, RXFP1 antagonist, Vif-APOBEC3F blk
> COc1ccccc1OC[C@H](O)COC(N)=O
    nt, -3%, nt, nt
> O=P(O)(O)OC(CO)CO
    nt, 2%&-3%, nt, nt
> CCCCNC(=O)[C@@H]1Cc2ccccc2N1C(=O)[C@H](N)CC
    nt, -3%, nt, nt
> CC1CCC(C(C)C)C(=O)C1 (stereo unspecified)
    nt, -5%, nt, nt
> COc1ccc(/C=C\C(=O)Nc2ccccc2C(=O)O)cc1OC
    nt, -12%, nt, nt
> Cc1ccc2nc(NCCN)c3ncc(C)n3c2c1
    nt, -9%, nt, nt
> COc1ccc(-c2cc(=O)c3c(OC)c(OC)c(OC)cc3o2)cc1OC
    nt, 2%, nt, nt
> CN(C)CCOc1ccccc1Cc1ccccc1 (tested in a mixture with another compound)
    nt, -3%, nt, nt
> C#C[C@@]1(O)CCC2C3CCC4=CC(=O)CCC4C3CC[C@@]21CC (stereo partly specified)
    nt, -2%, nt, nt
> CCCC(=O)O[C@]1(C(=O)COC(C)=O)CC[C@H]2C3C[C@H](F)C4=CC(=O)C=CC4(C)[C@@]3(F)[C@@H](O)CC21C (stereo partly specified)
    nt, -4%, nt, nt
> CCC(=O)O[C@@]1(C(=O)SCF)[C@@H](C)C[C@H]2[C@@H]3C[C@@H](F)C4=CC(=O)C=C[C@@]4(C)[C@]3(F)[C@@H](O)C[C@]21C
    nt, -4%, nt, nt
> C#CCC(Cc1cnc2nc(N)nc(N)c2n1)c1ccc(C(=O)N[C@@H](CCC(=O)O)C(=O)O)cc1 (stereo partly specified)
    nt, -1%, nt, nt
> C[C@H](CCC(=O)O)[C@H]1CC[C@@H]2[C@H]3[C@@H](CC[C@@]21C)[C@]1(C)CC[C@H](O)C[C@@H]1C[C@@H]3O
    nt, -6%, nt, nt
> COc1ccc(-c2cc(=O)c3c(O)c(OC)c(OC)c(OC)c3o2)cc1OC
    nt, -5%, nt, nt
> CC1OC(OCC2OC(Oc3cc(O)c4c(c3)OC(c3ccc(O)cc3)CC4=O)C(O)C(O)C2O)C(O)C(O)C1O (stereo unspecified)
    nt, 3%, nt, nt
> COc1cc([C@@H]2Oc3cc([C@H]4Oc5cc(O)cc(O)c5C(=O)[C@H]4O)ccc3O[C@H]2CO)ccc1O
    nt, 3%, nt, nt
> CC1c2cccc(O)c2C(O)=C2C(=O)[C@]3(O)C(O)=C(C(N)=O)C(=O)C(N(C)C)C3C(O)C21 (stereo partly specified)
    nt, -5%, nt, nt
> CC1(C)OC2CC3C4CC(F)C5=CC(=O)C=C[C@@]5(C)[C@@]4(F)C(O)C[C@@]3(C)[C@]2(C(=O)CO)O1 (stereo partly specified)
    nt, -4%, nt, nt
> CCCCC(=O)O[C@]1(C(=O)CO)[C@H](C)C[C@H]2[C@@H]3CCC4=CC(=O)C=C[C@]4(C)[C@@]3(F)[C@@H](O)C[C@@]21C
    nt, -4%, nt, nt
> CO/N=C(/C(=O)N[C@@H]1C(=O)N2C(C(=O)O)=C(C[n+]3ccc(N)n3CCO)CS[C@H]12)c1csc(N)n1
    nt, -4%, nt, nt
> CC1CC2C3CC(F)C4=CC(=O)C=C[C@@]4(C)[C@@]3(F)C(O)C[C@]2(C)[C@]1(O)C(=O)COC(=O)C(C)(C)C (stereo partly specified)
    nt, -5%, nt, nt
> CC(=O)O[C@H]1Cc2ccccc2N(C(N)=O)c2ccccc21
    nt, -4%&1%, nt, nt
> COc1ccc(-n2[nH]c3c(cnc4ccccc43)c2=O)cc1
    1%, 1%, nt, nt
> CC(=O)O[C@@]12CO[C@@H]1C[C@H](O)[C@@]1(C)C(=O)[C@H](O)C3=C(C)[C@@H](OC(=O)C(O)[C@@H](NC(=O)OC(C)(C)C)c4ccccc4)C[C@@](O)([C@@H](OC(=O)c4ccccc4)[C@H]21)C3(C)C (stereo partly specified)
    -18%, -4%&-4%, nt, nt
> Cn1c(=O)n(-c2ccc(C(C)(C)C#N)cc2)c2c3cc(-c4cnc5ccccc5c4)ccc3ncc21
    5%[92.2 µM], -1%, nt, nt
> CCC(=O)O[C@]1(C(=O)SCF)[C@H](C)C[C@H]2[C@@H]3C[C@H](F)C4=CC(=O)C=C[C@]4(C)[C@@]3(F)[C@@H](O)C[C@@]21C
    nt, nt, -23, nt
> CC(=O)Oc1ccc2c(c1)CC[C@@H]1[C@@H]2CC[C@]2(C)[C@@H](O)CC[C@@H]12
    nt, nt, -22, nt
> CO/N=C(\C(=O)O)c1csc(NC(=O)CCl)n1
    nt, nt, 4, nt
> O=C(CS(=O)Cc1ccco1)NC/C=C\COc1cc(CN2CCCCC2)ccn1 (stereo unspecified)
    nt, nt, -12, nt
> O=C(O)CCCC[P+](c1ccccc1)(c1ccccc1)c1ccccc1
    nt, nt, 4, nt
> Cc1cc2c(cc1CC(=O)c1sccc1S(=O)(=O)Nc1onc(C)c1Cl)OCO2
    nt, nt, ?, nt
> CC(C)OP(=O)(CP(=O)(OC(C)C)OC(C)C)OC(C)C
    nt, nt, -13, nt
> Cc1c(F)cc2c(=O)c(C(=O)O)cn3c2c1CCC3C (stereo unspecified)
    nt, nt, -7, nt
> COc1ccc(S(=O)(=O)N2c3ccc(Cl)cc3[C@@](O)(c3ccccc3Cl)[C@H]2C(=O)N2CCC[C@@H]2C(N)=O)cc1OC
    nt, nt, -16, nt
> CC(C)(C)c1ccc(C(=O)CCCCl)cc1
    nt, nt, -7, nt
> C=CCNc1nc(NCC=C)nc(N2CCN(C(c3ccc(F)cc3)c3ccc(F)cc3)CC2)n1
    nt, nt, ?, nt
> CC(C)[C@@H]1CC[C@@H](C)CC1=O
    nt, nt, 17, nt
> CC1(C)OC(=O)Nc2ccc(Br)cc21
    nt, nt, 10, nt
> CCOC(=O)CN1CCCC1=O
    nt, nt, 3, nt
> O=C(O)/C=C/c1ccc(O)cc1
    0%, -4%, nt, 6%
> O=c1ccn([C@H]2C[C@H](O)[C@@H](CO)O2)c(=O)[nH]1
    2%, -3%&-2%, nt, 4%
> COc1c(O)cc2c(c1O)[C@@H]1OC(CO)C(O)C(O)[C@H]1OC2=O (stereo partly specified)
    2%, -3%, nt, 6%
> COc1ccc(/C=C/C(=O)O)cc1
    3%, 0%&-1%&-3%, nt, -1%
> COC(=O)C1=CO[C@@H](OC2OC(CO)C(O)C(O)C2O)[C@@H]2[C@@H](C)[C@@H](O)C[C@H]12 (stereo partly specified)
    5%, 5%, nt, 4%
> C/C(=N\O)c1ccc(OCC(=O)N2CCCCC2)cc1
    nt, -4%, -15, nt
> O=C(Nc1ccc(Cl)c(Cl)c1)C1CC1
    nt, -3%, -24, nt
> Cc1cccc(Nc2cc(Cl)nc(SCC(=O)O)n2)c1C
    nt, -3%&-2%&-3%&-2%, -32, nt
> COc1ccc(-c2ccc3cc(C(=O)O)ccc3c2)cc1C12CC3CC(CC(C3)C1)C2
    nt, 1%, 6, nt
> CC(=O)Nc1ncc([N+](=O)[O-])s1
    nt, -2%, -4, nt
> C=CCOc1cc(Cl)ccc1C(=O)NCCN(CC)CC
    nt, -3%, -11, nt
> CC(=O)Nc1ccc(S(=O)(=O)Nc2cc(C)on2)cc1
    nt, -3%, 10, nt
> CCCOC(C(=O)OC1CCN(C)CC1)(c1ccccc1)c1ccccc1
    nt, -5%, -15, nt
> CCCCCCCCCCCCCCNCCO
    nt, -2%, -13, nt
> Cc1ccc2nc(N)[nH]c(=O)c2c1Sc1ccncc1
    nt, -2%, 20, nt
> OCc1ccccn1
    nt, -3%, 2, nt
> NCCNC(=O)c1ccc(Cl)cn1
    nt, -4%, 6, nt
> CNC1CCCN(c2c(F)cc3c(=O)c(C(=O)O)cn(C4CC4)c3c2OC)C1 (stereo unspecified)
    nt, -4%, 15, nt
> Cc1cccc(C)c1NC(=O)CN(CC(=O)O)CC(=O)O
    nt, -5%, -6, nt
> C/C=C/C=N/NC(=O)c1ccncc1
    nt, -5%, 14, nt
> O=C(NN1CCCC1)NS(=O)(=O)c1ccc(Cl)cc1
    nt, -4%, 10, nt

(list continues)
Values run as follows: Vif-A3G inh, Glioma ERSR ind, RXFP1 antagonist, Vif-APOBEC3F blk
> CC(C)(C)c1nnc(NS(=O)(=O)c2ccccc2)s1
    nt, -4%, -4, nt
> NS(=O)(=O)c1cc(-c2nn[nH]n2)c(NCc2cccs2)cc1Cl
    nt, -4%, -11, nt
> CCCCCCCCCCCCCC[N+](C)(C)Cc1ccccc1
    -7%, -12%&-10%, -27, nt
> NC1(c2ccc(-c3nc4ccn5c(=O)[nH]nc5c4cc3-c3ccccc3)cc2)CCC1
    5%, -11%&-4%, -62*, nt

Structural class: the compounds so far with an aryl methoxy group
Values run as follows: Vif-A3G inh, Glioma ERSR ind, RXFP1 antagonist, Vif-APOBEC3F blk
> COc1ccccc1OC[C@H](O)COC(N)=O
    nt, -3%, nt, nt
> COc1ccc(/C=C\C(=O)Nc2ccccc2C(=O)O)cc1OC
    nt, -12%, nt, nt
> COc1ccc(-c2cc(=O)c3c(OC)c(OC)c(OC)cc3o2)cc1OC
    nt, 2%, nt, nt
> COc1ccc(-c2cc(=O)c3c(O)c(OC)c(OC)c(OC)c3o2)cc1OC
    nt, -5%, nt, nt
> COc1cc([C@@H]2Oc3cc([C@H]4Oc5cc(O)cc(O)c5C(=O)[C@H]4O)ccc3O[C@H]2CO)ccc1O
    nt, 3%, nt, nt
> COc1ccc(-n2[nH]c3c(cnc4ccccc43)c2=O)cc1
    1%, 1%, nt, nt
> COc1ccc(S(=O)(=O)N2c3ccc(Cl)cc3[C@@](O)(c3ccccc3Cl)[C@H]2C(=O)N2CCC[C@@H]2C(N)=O)cc1OC
    nt, nt, -16, nt
> COc1c(O)cc2c(c1O)[C@@H]1OC(CO)C(O)C(O)[C@H]1OC2=O (stereo partly specified)
    2%, -3%, nt, 6%
> COc1ccc(/C=C/C(=O)O)cc1
    3%, 0%&-1%&-3%, nt, -1%
> COc1ccc(-c2ccc3cc(C(=O)O)ccc3c2)cc1C12CC3CC(CC(C3)C1)C2
    nt, 1%, 6, nt
> CNC1CCCN(c2c(F)cc3c(=O)c(C(=O)O)cn(C4CC4)c3c2OC)C1 (stereo unspecified)
    nt, -4%, 15, nt
